NS3 helicase inh – HCV NS3 helicase inhibition | NS3 helicase DNA unwinding, Cy5 molecular beacon fluorescence | inhibition, % at 10.9 µM | hit rate 0.56% among 290,000;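 active = inhibition above the mean of all tested compounds plus 3 SD, set per campaign, cut at about 35% in these data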;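 also: 0% = DMSO wells and 100% = thioflavine S control wells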
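System: Hepatitis C virus NS3 helicase domain fragment enzyme | Reagent: Annealed dual-labelled DNA beacon duplex, ATP-started | Compound dosing: 10.9 µM single point, 0.8% DMSO | Incubation: 1 h reaction at 25 °C, ATP-initiated | Technique: Cy5 fluorescence | Evaluation: Percent inhibition from t60/t0 fluorescence ratio | Benchmarks: Low DMSO, high thioflavine S at 110 µM | Replication: Singlicate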
pCIP destab – compounds decreasing mouse p/CIP protein stability. F442A p/CIP-EGFP cells, EGFP fluorescence, 16 h. Q05BA5. AID 1984. decrease of EGFP signal, % at 10 µM. hit rate 0.01% among 290,000;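 active = EGFP signal decrease of at least 30% at 10 µM or well 3 SD below plate mean, unless failing retest; inactive = the rest, including hits failing retest or dose response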; also: some compounds called inactive have numbers as strong as hits; many of its hits are not listed in these tables
Target sequence (Q05BA5 1-1403): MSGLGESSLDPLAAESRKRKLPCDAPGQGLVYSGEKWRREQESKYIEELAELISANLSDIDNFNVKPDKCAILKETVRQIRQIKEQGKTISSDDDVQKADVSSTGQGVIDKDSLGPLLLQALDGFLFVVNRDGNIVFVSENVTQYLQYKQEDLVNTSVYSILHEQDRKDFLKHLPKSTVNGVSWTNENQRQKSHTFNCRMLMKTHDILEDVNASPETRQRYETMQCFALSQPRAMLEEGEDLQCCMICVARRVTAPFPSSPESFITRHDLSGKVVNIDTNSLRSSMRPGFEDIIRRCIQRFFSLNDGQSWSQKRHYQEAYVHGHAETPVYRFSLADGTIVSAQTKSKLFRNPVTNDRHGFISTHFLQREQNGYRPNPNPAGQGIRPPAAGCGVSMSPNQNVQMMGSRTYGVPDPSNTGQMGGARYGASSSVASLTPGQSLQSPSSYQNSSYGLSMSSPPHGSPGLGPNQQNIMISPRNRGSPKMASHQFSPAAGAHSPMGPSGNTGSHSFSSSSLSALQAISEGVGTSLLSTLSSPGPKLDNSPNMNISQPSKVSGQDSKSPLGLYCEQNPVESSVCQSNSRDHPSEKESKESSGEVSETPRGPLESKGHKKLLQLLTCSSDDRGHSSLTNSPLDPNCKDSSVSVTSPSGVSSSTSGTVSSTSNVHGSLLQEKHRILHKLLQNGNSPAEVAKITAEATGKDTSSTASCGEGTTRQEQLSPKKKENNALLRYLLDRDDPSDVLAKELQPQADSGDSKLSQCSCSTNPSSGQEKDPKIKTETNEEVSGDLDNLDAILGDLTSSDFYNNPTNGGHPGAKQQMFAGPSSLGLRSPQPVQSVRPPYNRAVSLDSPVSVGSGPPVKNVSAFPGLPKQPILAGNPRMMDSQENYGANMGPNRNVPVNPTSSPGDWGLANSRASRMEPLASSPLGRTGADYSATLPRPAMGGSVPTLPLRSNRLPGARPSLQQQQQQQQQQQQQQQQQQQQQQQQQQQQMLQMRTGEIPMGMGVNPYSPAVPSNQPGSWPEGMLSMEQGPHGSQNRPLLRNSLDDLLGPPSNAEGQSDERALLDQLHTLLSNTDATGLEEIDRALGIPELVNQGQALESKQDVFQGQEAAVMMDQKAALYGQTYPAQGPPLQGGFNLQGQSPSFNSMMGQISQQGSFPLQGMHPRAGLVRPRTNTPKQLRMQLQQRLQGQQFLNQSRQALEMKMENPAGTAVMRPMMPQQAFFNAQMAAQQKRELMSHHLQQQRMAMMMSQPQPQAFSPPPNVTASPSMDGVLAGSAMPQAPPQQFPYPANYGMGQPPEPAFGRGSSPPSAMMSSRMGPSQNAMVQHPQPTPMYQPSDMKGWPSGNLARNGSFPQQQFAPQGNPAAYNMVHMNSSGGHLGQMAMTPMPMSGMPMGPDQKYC
UBC9 SUMO inh – blocks human SUMOylation mediated by UBC9; AID 2006; HTRF SUMOylation assay, SAE1/SAE2 + UBC9, in vitro; inhibition, % at 35 µM; hit rate 0.36% among 290,000; in the data active = inhibition above about 50%, passing the limit was not always enough; also: strong numbers were not always called active
PfM18AAP inh – PfM18AAP enzyme inhibition | recombinant PfM18AAP, H-Glu-NHMec fluorogenic cleavage | hit rate 1.2% among 290,000 | inhibition, % at 7.35 µM | AID 1822;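 active = inhibition above the campaign mean inhibition over all tested compounds plus 3 SD, cut at about 28% in these data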;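 also: 0% = plate median of test compound wells and 100% = 2 mM ZnCl2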
IDE cell inh – cellular human IDE inhibition; inhibition, % at 5.59 µM; HEK cells, FAbetaB cleavage, fluorescence polarization; hit rate 0.41% among 320,000;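 active = percent inhibition above the average of all tested compounds plus 3 SD, set per screening campaign, cut at about 16% in these data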;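 also: IDE supplied by intact live HEK cells; FP after avidin binding of uncleaved biotin substrate so inhibition keeps polarization high; 0% = DMSO wells and 100% = 60 µM reference IDE inhibitor Ii1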
VIM-2 inhibitor – blocks Pseudomonas aeruginosa VIM-2 metallo-beta-lactamase; inhibition, % at 5.6 µM; hit rate 0.89% among 290,000; AID 1527; purified VIM-2, nitrocefin hydrolysis, epi-absorbance fluorescence;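 active = inhibition above the mean of all tested compounds plus 3 SD, cutoff set per screening run, cut at about 7.5% in these data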;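 also: red hydrolysis product quenches plate fluorescence so inhibitors raise well fluorescence; 0% = enzyme with DMSO and 100% = DMSO without enzyme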
IMP-1 inhibitor – blocks Pseudomonas aeruginosa IMP-1 metallo-beta-lactamase. purified IMP-1, nitrocefin hydrolysis, epi-absorbance fluorescence. inhibition, % at 5.6 µM. hit rate 0.45% among 290,000;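 active = inhibition above the mean plus 3 SD of all compounds in the same screening run, cut at about 4.5% in these data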;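 also: 0% = IMP-1 with DMSO and 100% = DMSO wells lacking enzyme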
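system = purified recombinant IMP-1 beta-lactamase | amount = 0.2 nM IMP-1, as dispensed | medium = HEPES buffer pH 7.1 with ZnSO4 and Brij 35 | times = 25 °C, 15 min preincubation, 25 min reaction | detection = plate fluorescence quenching by hydrolysis product, ex 480/em 530 nm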
DNA FID counter – counter-screen for HCV NS3 helicase inhibitors: DNA intercalator displacement | DNA fluorescent intercalator displacement, fluorescence | inhibition, % at 7.9 µM | hit rate 0.17% among 290,000; in the data active = inhibition above about 37%;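 also: 0% = vehicle and 100% = reference compound; higher means more ethidium bromide displaced from hairpin DNA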
IDE cell activ – activators of human insulin-degrading enzyme in cells. HEK cells, FAbeta-B cleavage, fluorescence polarization; 0% vehicle, 100% cell-free pure enzyme wells. activation, % at 5.96 µM. hit rate 0.073% among 340,000;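 active = activation above the mean of all tested compounds plus 3 SD, set per screening campaign, cut at about 17% in these data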
* = called active by the depositor; x = not tested or not shown.

SMILES	NS3 helicase inh	pCIP destab	UBC9 SUMO inh	PfM18AAP inh	IDE cell inh	VIM-2 inhibitor	IMP-1 inhibitor	DNA FID counter	IDE cell activ
CSc1nnc([C@H](C)NC(=O)OC(C)(C)C)o1	1.5	3.9	-11.9	5.4	4.3	-4.2	-2.7	-4.0	11.6
COC(=O)c1ccc(S(=O)(=O)N2CCC(O)CC2)n1C	5.0	-15.0	2.3	-9.4	2.1	-4.8	-5.0	3.8	-2.3
COc1ccc(NC(=O)c2cc(-c3ccccc3Cl)on2)cc1	6.6	-3.6	-4.6	-1.5	3.5	0.8	-1.1	-11.1	1.8
Cc1ccccc1NC(=O)Cn1nnc(-c2ccc(N3CCOCC3)cc2)n1	18.2	-1.1	30.8	1.0	1.6	0.9	-3.7	6.1	0.6
COc1ccccc1CNC(=O)CCNS(=O)(=O)c1cccc2nsnc12	0.2	-5.7	10.0	4.2	-4.0	-2.0	-2.5	-5.2	6.1
CC(C)C(NC(=O)C1CCCCC1)C(=O)NC1CCN(Cc2ccccc2)CC1 (configuration not stated)	-3.0	-5.2	18.2	-8.9	x	-3.3	-2.6	5.4	x
CCOC(=O)CNC(=O)N1CCCC(CNS(=O)(=O)c2cccs2)C1 (configuration not stated)	-1.3	-4.0	9.8	-2.1	2.5	-3.0	-0.6	-3.7	-3.3
CCN1C(=O)/C(=C\c2nc3ccccc3c(=O)n2-c2ccccc2)c2ccccc21	7.5	1.1	19.2	-0.5	-1.5	-1.3	-0.4	-3.6	8.3
O=C(NCc1ccc2c(c1)OCO2)C1CCCN(C(=O)c2ccc(Cl)cc2)C1 (configuration not stated)	-1.6	-10.9	6.2	-2.5	1.9	-1.6	-2.3	-17.6	3.7
O=C(NCCCN1CCCC1)c1ccc2c(c1)N(Cc1ccccc1)CCS2	-55.1	-4.5	33.2	-1.9	0.0	-2.8	-1.8	18.9	6.7
Cc1ccc(S(=O)(=O)N2CCC(N3CCC(C)CC3)CC2)cc1	-1.4	3.5	5.7	7.2	-4.3	-2.0	-1.5	2.9	2.4
O=C(O)Cn1nnn(-c2ccccc2)c1=S	-7.5	-6.0	-12.1	1.3	1.1	-1.4	-2.6	3.0	4.9
Cc1cc(N=Cc2cc(Br)ccc2O)no1	4.5	-7.9	7.5	-0.7	0.1	-1.0	-1.4	-3.8	4.5
CCCCOc1cccc(NC(=O)CSc2nncn2C)c1	-9.5	-7.2	2.4	3.2	1.5	-0.7	-0.9	-9.6	3.4
O=C(Nc1ccccc1N1CCOCC1)c1ccc(N2CCOCC2)c([N+](=O)[O-])c1	-3.0	-5.0	-16.1	-1.7	-6.0	-1.5	-3.0	-4.1	2.9
O=C(c1cc(-c2ccc(Br)cc2)on1)N1CCCCCC1	1.2	-8.4	12.3	2.9	2.1	-1.9	0.7	-8.2	0.2
Cc1cc[n+](-c2nc([O-])n(-c3ccccc3)c2C=O)cc1	8.0	x	x	-4.2	x	-4.8	-2.2	-0.4	x
COc1ccc(CCCc2nnc(SCC(=O)NN)o2)cc1	-7.1	4.1	-6.2	7.0	-4.6	-4.6	-3.5	-15.5	1.5
CC(=O)Nc1ccc(N2CCOCC2)c(Cl)c1	1.6	-3.1	5.2	-8.3	1.0	-0.2	-1.8	-2.2	1.4
OC(COc1ccccc1Cl)CN1CCN(CC(O)COc2ccccc2Cl)CC1 (configuration not stated)	-99.7	-2.0	0.5	-9.7	2.3	0.5	0.1	15.7	2.5
COc1ccc(CN2CC(C(=O)NC3CCCCC3)CC2=O)cc1 (configuration not stated)	-0.4	-3.2	x	-1.2	1.1	0.6	0.2	-23.4	4.7
CCCN(Cc1ccccc1)C(=S)NC(=O)c1ccccc1[N+](=O)[O-]	-1.6	-6.8	0.3	-17.9	1.3	-3.5	-1.4	-5.5	-1.1
CC(=O)NCC(=O)OCc1ccc([N+](=O)[O-])cc1	3.3	-24.1	8.4	2.5	-0.3	-1.9	-1.5	2.0	-8.0
O=C(N/C(=C\c1ccco1)C(=O)N1CCCC1)c1ccccc1	19.8	0.6	2.4	31.5*	5.9	-2.6	-1.0	-20.6	3.5

Arranged by length of the SMILES (ascending): 8 of the compounds above
SMILES	NS3 helicase inh	pCIP destab	UBC9 SUMO inh	PfM18AAP inh	IDE cell inh	VIM-2 inhibitor	IMP-1 inhibitor	DNA FID counter	IDE cell activ
CC(=O)Nc1ccc(N2CCOCC2)c(Cl)c1	1.6	-3.1	5.2	-8.3	1.0	-0.2	-1.8	-2.2	1.4
CCCCOc1cccc(NC(=O)CSc2nncn2C)c1	-9.5	-7.2	2.4	3.2	1.5	-0.7	-0.9	-9.6	3.4
CC(=O)NCC(=O)OCc1ccc([N+](=O)[O-])cc1	3.3	-24.1	8.4	2.5	-0.3	-1.9	-1.5	2.0	-8.0
COc1ccc(CN2CC(C(=O)NC3CCCCC3)CC2=O)cc1 (configuration not stated)	-0.4	-3.2	x	-1.2	1.1	0.6	0.2	-23.4	4.7
Cc1ccc(S(=O)(=O)N2CCC(N3CCC(C)CC3)CC2)cc1	-1.4	3.5	5.7	7.2	-4.3	-2.0	-1.5	2.9	2.4
Cc1cc[n+](-c2nc([O-])n(-c3ccccc3)c2C=O)cc1	8.0	x	x	-4.2	x	-4.8	-2.2	-0.4	x
Cc1ccccc1NC(=O)Cn1nnc(-c2ccc(N3CCOCC3)cc2)n1	18.2	-1.1	30.8	1.0	1.6	0.9	-3.7	6.1	0.6
O=C(NCc1ccc2c(c1)OCO2)C1CCCN(C(=O)c2ccc(Cl)cc2)C1 (configuration not stated)	-1.6	-10.9	6.2	-2.5	1.9	-1.6	-2.3	-17.6	3.7

Next entries follow:
SMILES	NS3 helicase inh	pCIP destab	UBC9 SUMO inh	PfM18AAP inh	IDE cell inh	VIM-2 inhibitor	IMP-1 inhibitor	DNA FID counter	IDE cell activ
O=C(CSc1nc2ccccc2s1)Nc1ccc2c(c1)oc1ccccc12	-1.8	-1.8	-23.3	1.5	1.7	-3.5	-3.0	-1.5	-8.7
CC(C)N(CCNC(=O)C1CCC(=O)N1Cc1ccc(F)cc1)Cc1ccccc1 (configuration not stated)	7.8	3.4	-11.8	-5.0	4.6	0.3	0.3	2.5	0.2
CC(C)(C)c1ccc(OCCC(=O)Nc2cccc(S(=O)(=O)N3CCCCC3)c2)cc1	-13.9	-4.9	8.5	0.3	-2.4	-4.2	-2.2	-14.7	3.2
COc1ccc(NC(=O)C2=Cc3cccc(OC)c3OC2)cc1	-0.5	1.2	-0.4	1.6	0.5	-0.3	-1.1	-11.8	7.1
O=C(Cc1nn[nH]n1)Nc1cc(Cl)cc(Cl)c1	-16.7	-3.4	0.7	4.4	2.4	-2.2	-1.8	0.9	1.1
CCCCNC(=O)CCC(=O)Nc1ccc2nc(N3CCC(C)CC3)cc(C)c2c1	8.6	3.9	3.6	1.1	13.3	-4.9	-1.5	-0.8	3.8
CN(C)S(=O)(=O)c1ccc(C(=O)NCCOc2ccccc2)cc1	1.0	-8.6	-4.9	-10.1	0.1	-2.2	-2.9	-1.4	-2.6
O=C(CS(=O)(=O)c1cn(Cc2ccc(F)cc2)c2ccccc12)N1CCOCC1	3.6	1.8	5.2	-5.3	-5.8	1.5	0.8	-23.3	-3.6
Cn1c(SCC(=O)NC2CCCCC2)nnc1-c1cc2ccccc2o1	-3.0	-10.2	12.2	-0.9	7.3	-7.3	-3.9	-17.1	-1.6
Cc1cc(-c2ccccc2)cc(-c2ccccc2)[n+]1C	-6.0	-7.3	16.3	1.9	3.6	-2.4	-3.5	0.7	3.3
NC(=O)c1ccc(-n2nnnc2SCC(=O)Nc2ccccc2-c2ccccc2)cc1	-10.1	-11.5	13.5	-7.1	-0.8	0.1	0.3	-12.1	-0.2
COc1ccccc1[C@@H]1C(c2ccc(F)cc2)=NN(c2ccccc2)[C@H]1C(=O)N1CCOC1=O	-19.0	-1.5	-1.0	2.1	-0.5	-2.2	-1.9	-6.3	1.9
CCOC(=O)c1ccc[n+](CC(=O)c2ccc(NC(=O)c3ccccc3)cc2)c1	-8.6	-7.8	18.8	-8.2	-2.4	0.0	-2.6	9.4	-3.0
CCN(CCNC(=O)c1ccc(C#N)cc1)c1cccc(C)c1	13.3	-0.9	5.6	0.9	2.2	0.5	0.4	-6.2	0.9
Cc1nc2c(=O)n(C)c(=O)[nH]c2n1Cc1ccccc1	-6.5	-2.9	20.5	-9.5	-4.2	-3.7	-0.4	-0.7	4.5
O=C(Nc1cnc2sccn2c1=O)c1ccc(Cl)cc1Cl	5.8	7.4	-3.5	-3.3	2.4	-0.5	-1.8	2.4	-4.6
COc1ccc(CCN2CC(C(=O)NCCN3CCOC3=O)CCC2=O)cc1 (configuration not stated)	4.1	1.2	7.4	-8.8	-6.3	-2.5	-2.0	-5.4	3.8
CCc1ccc(N(C(C)=O)C2C=CS(=O)(=O)C2)cc1 (configuration not stated)	5.1	4.4	6.1	2.0	5.6	-1.5	-4.2	-3.9	-0.8
CCN(CC)S(=O)(=O)c1cccc(C(=O)NC(C(=O)NC2=NCCS2)C(C)C)c1 (configuration not stated)	6.6	-5.0	17.3	6.5	1.8	-1.8	-1.8	-20.1	-0.1
C=CCn1c(Oc2cc(C)ccc2C)nc2c1c(=O)n(C)c(=O)n2C	2.1	-8.0	6.8	-2.2	3.3	-2.3	-2.6	-31.6	-0.3
COc1ccc(C(=O)CCN2CCN(c3ccccc3OC)CC2)cc1	-8.8	-0.1	-1.5	-2.9	4.2	-1.2	-1.2	0.7	1.6
Cc1ccc(S(=O)(=O)N(C(=O)c2ccco2)c2cc3sc(=O)oc3c3ccccc23)cc1	40.4*	-0.9	56.5*	-17.9	7.0	2.1	-0.6	-22.2	-16.2
COc1ccc(-c2nc3n(c(=O)c2C#N)CCCS3)cc1	0.7	-1.9	9.0	1.5	0.8	2.7	-2.7	-4.8	3.0
COc1ccc(-c2noc(N3CCC(C(=O)NCc4ccc(F)cc4)CC3)n2)cc1	18.2	-12.3	3.0	3.5	-1.9	-1.9	-4.1	-13.6	0.7
COc1ccccc1NC(=O)c1ccccc1S(=O)(=O)c1ccc([N+](=O)[O-])cc1	-2.5	-4.5	-3.5	-2.6	-3.4	0.3	-1.5	-4.7	5.5
CCS(=O)(=O)N1CCCC(C(=O)NCCc2ccc(OC)c(OC)c2)C1 (configuration not stated)	-11.6	-8.9	-17.4	1.8	9.7	-0.3	-2.7	-3.5	-1.2
COc1ccc(CNC(=O)CN(C)Cc2ccccc2F)cc1OC	-14.0	-15.6	16.6	-5.0	-6.7	-0.6	-0.8	-14.3	3.6
Cc1cc(/C=C(/C#N)C(=O)Nc2ccc(Cl)cc2)c(C)n1-c1cccnc1	6.4	10.5	1.9	-10.9	2.1	-0.6	-2.4	-4.1	4.5

Screens from PubChem.
